Bioassay records as filed in PubChem.
CHRM5 antagonist = CHRM5 antagonism in calcium assay | CHO-hM5 cells, Fluo-8 calcium fluorescence, ACh EC80 | 360,000 compounds, 0.59% hits | AID 624040 | inhibition, % at 3 µM;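 active = inhibition above a per-plate cutoff, the mean of that plate's test compounds plus 3 SD, cut at about 27% in these data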;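 also: 0% = acetylcholine EC80 with DMSO and 100% = DMSO without agonist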
Target sequence (P08912 whole entry, looked up): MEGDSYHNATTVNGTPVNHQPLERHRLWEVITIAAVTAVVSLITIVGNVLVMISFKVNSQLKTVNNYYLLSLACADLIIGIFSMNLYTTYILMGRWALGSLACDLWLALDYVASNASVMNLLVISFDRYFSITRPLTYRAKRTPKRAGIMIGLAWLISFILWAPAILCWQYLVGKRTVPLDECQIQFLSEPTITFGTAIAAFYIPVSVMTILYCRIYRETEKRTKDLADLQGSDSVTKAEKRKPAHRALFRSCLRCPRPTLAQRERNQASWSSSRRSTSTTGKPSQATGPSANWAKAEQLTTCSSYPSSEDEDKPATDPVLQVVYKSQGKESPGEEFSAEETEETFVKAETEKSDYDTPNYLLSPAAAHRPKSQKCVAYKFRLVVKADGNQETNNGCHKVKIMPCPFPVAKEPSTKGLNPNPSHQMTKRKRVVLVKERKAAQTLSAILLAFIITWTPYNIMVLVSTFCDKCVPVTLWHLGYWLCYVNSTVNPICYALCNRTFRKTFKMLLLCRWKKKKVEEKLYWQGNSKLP
CHO-K1 Ca PAM = counter-screen for M1 PAMs: effect in parental CHO-K1 cells; AID 602247; activation, % at 3 µM; ATP EC20, Fluo-8 calcium fluorescence; 0% at ATP EC20, 100% at ATP max; 360,000 compounds, 0.02% hits;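 active = activation above the run cutoff, the mean activation of all test compounds plus 3 SD, cut at about 40% in these data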;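 also: peak over basal fluorescence ratio in a 140 s read after ATP addition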
CHRM5 PAM = CHRM5 positive allosteric modulation; activation, % at 3 µM; CHO-K1 hM5, Fluo-8 calcium, ACh EC20 PAM; 0% = ACh EC20, 100% = ACh EC100; P08912; 360,000 compounds, 0.3% hits;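 active = activation above the run cutoff, the mean activation of all test compounds plus 3 SD, cut at about 18% in these data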
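System – CHO-K1 hM5 cells · Compound – 3 µM, single dose · Incubation – compound preincubation 140 s before EC20 acetylcholine addition · Technique – Fluo-8 calcium fluorescence · Measure – Max/basal fluorescence ratio as % of EC20–EC100 ACh window · Benchmarks – low control EC20 acetylcholine (0%), high control EC100 acetylcholine (100%) · Replication – singlicate, one well per test compound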
M1 ag parental = M1 agonist counterscreen hit in parental CHO-K1 cells; Fluo-8 calcium fluorescence; scaled to maximal ATP response, vehicle zero; activation, % at 3 µM; 360,000 compounds, 0.48% hits; in the data active = activation above about 15%;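 also: untransfected CHO-K1 host cells lacking M1 receptor as counterscreen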
M4 antag = antagonists of human muscarinic M4 receptor (CHRM4) | CHO-hM4 cells, ACh EC80, Fluo-8 calcium fluorescence | 360,000 compounds, 0.73% hits | inhibition, % at 3 µM | P08173;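 active = inhibition above its plate's cutoff, the mean inhibition of sample wells plus 3 SD, cut at about 27% in these data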;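 also: 0% = acetylcholine EC80 with DMSO and 100% = DMSO without agonist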
Target sequence (P08173 whole entry, looked up): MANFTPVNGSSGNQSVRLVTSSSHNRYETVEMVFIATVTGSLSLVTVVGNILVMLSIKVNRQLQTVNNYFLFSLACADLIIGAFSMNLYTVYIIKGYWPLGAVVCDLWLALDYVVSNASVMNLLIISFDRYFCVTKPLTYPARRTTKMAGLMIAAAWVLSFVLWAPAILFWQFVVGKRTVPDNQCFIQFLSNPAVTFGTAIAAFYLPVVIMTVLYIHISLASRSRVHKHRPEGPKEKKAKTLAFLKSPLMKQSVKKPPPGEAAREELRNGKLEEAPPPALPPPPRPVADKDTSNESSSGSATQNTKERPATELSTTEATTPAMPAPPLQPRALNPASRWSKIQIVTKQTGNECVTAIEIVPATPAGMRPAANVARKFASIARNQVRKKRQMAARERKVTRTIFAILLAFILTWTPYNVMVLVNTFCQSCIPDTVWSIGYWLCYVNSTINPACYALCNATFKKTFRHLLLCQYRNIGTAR
CHO-K1 Ca antag = nonselective inhibitor or artifact in parental CHO-K1 cells | 360,000 compounds, 0.6% hits | inhibition, % at 3 µM | ATP-induced calcium, Fluo-8 fluorescence;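 active = inhibition above a per-plate cutoff, the plate's mean sample inhibition plus 3 SD, cut at about 24% in these data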;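 also: 0% = DMSO plus EC80 ATP and 100% = DMSO alone without ATP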
M4 ag = agonists of human muscarinic M4 receptor (CHRM4) | CHO-K1 hM4/Gqi5, Fluo-8 calcium fluorescence; vehicle 0%, full acetylcholine response 100% | activation, % at 3 µM | 360,000 compounds, 0.14% hits | AID 624127;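 active = activation above the run mean over all test wells plus 3 SD, cut at about 32% in these data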;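 also: peak over basal fluorescence ratio per well then scaled between controls; 0% = DMSO wells and 100% = acetylcholine at EC100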
M4 PAM = CHRM4 positive allosteric modulation; P08173; CHO-K1 hM4/Gqi5, Fluo-8 calcium fluorescence, ACh EC20; 0% = ACh EC20, 100% = maximal ACh; activation, % at 3 µM; 360,000 compounds, 0.4% hits; AID 624126;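 active = activation above its plate's cutoff, the mean activation of sample wells plus 3 SD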; also: some results filed as inactive read as strong as hits
CHRM5 agonist = agonists of human muscarinic M5 receptor (CHRM5). P08912. CHO-K1 hM5 cells, Fluo-8 calcium fluorescence; 0% DMSO wells, 100% maximal acetylcholine response. activation, % at 3 µM. 360,000 compounds, 0.19% hits;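 active = activation above the run's mean over test compounds plus 3 SD, cut at about 23% in these data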;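 also: signal is peak over basal fluorescence ratio across the kinetic read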
An asterisk follows results filed as active; . = no result given; & = joins results of further samples.

Values in the order – CHRM5 antagonist	CHO-K1 Ca PAM	CHRM5 PAM	M1 ag parental	M4 antag	CHO-K1 Ca antag	M4 ag	M4 PAM	CHRM5 agonist
> O=C(c1ccc(F)cc1)C1CCN(Cc2ccccc2F)CC1
  4	16	-4	0.0	1	-9	1	-1	-1
> COc1ccc(OC(=O)c2cc(S(=O)(=O)N3CCCC3)ccc2Cl)cc1
  4	18	4	1.4	3	-10	-1	6	-2
> N#Cc1ccccc1S(=O)(=O)N1CCN(CC(=O)NCC2(N3CCOCC3)CCCCC2)CC1
  4	-6	0	0.2	-3	-7	0	-2	-4
> COc1ccc2c(c1)C(=O)OC2CC(=O)O (configuration not stated)
  -7	-4	8	0.6	-7	4	2	7	-1
> O=C(NCCCN1CCOCC1)C(C(=O)c1ccccc1)n1ccccc1=O (configuration not stated)
  0	9	2	2.7	-9	-8	0	-1	2
> COc1ccccc1NC(=O)C(C)NS(=O)(=O)c1ccccc1 (configuration not stated)
  0	-2	-1	0.3	-9	-4	1	-4	0
> Cc1cc(C)nc(Sc2ccc3nnnn3n2)n1
  -2	5	1	0.2	-1	-13	-1	-7	0
> COc1ccccc1-c1cnc(C(O)c2cc(C)c(OC)c(C)c2)[nH]1 (configuration not stated)
  9	15	-2	3.3	3	-10	8	2	3
> CCCCSc1nc2sc3c(c2c(=O)n1-c1ccc(C)cc1)CCN(C)C3
  19	-12	-6	0.3	5	-3	0	-4	-4
> COc1ccccc1NC(=O)c1ccc(NC(=O)c2ccco2)cc1
  -6	10	-2	4.3	-16	-3	12	-3	-2
> O=C(c1cccc(Br)c1)c1coc2ccc(O)cc12
  2	-18	-11	-0.6	3	17	-1	-7	-2
> O=C(CCNS(=O)(=O)c1ccccc1C(F)(F)F)NCC(c1ccco1)N1CCCCC1 (configuration not stated)
  11	30	-2	1.9	-5	-8	1	4	-3
> Cc1cc(/C=C2/NC(=O)NC2=O)c(C)n1-c1ccc(N2CCOCC2)cc1
  2	-10	-1	-0.4	-5	8	1	-3	-3
> COc1cc(/C=N/n2cnnc2)ccc1OCc1ccc(C)cc1
  -3	8	-3	1.4	8	-3	1	-2	0
> CC(C)(C)NC(=O)Cn1c(=O)oc2cc(S(=O)(=O)N3CCc4ccccc43)ccc21
  2	18	-8	1.5	-8	-12	4	-2	1
> CC(C)CC(=O)C(=O)O
  2&2	13&12	1&-4	0.1&-0.4	-1&0	1&15	0&1	0&-8	0&1
> CC(OC(=O)c1ccc([N+](=O)[O-])o1)C(=O)NC1CCCCC1C (configuration not stated)
  0	6	11	0.5	3	-11	1	1	-2
> COc1cc(-c2[nH]ncc2CN2CCN(c3cccc(C)n3)CC2)cc(OC)c1OC
  18	22	-17	0.1	-8	-4	0	-3	-11
> O=[n+]1c2c(n([O-])c3c1CCCC3)CCCC2
  -10	19	-1	0.2	1	-10	0	13	-3
> O=C1CCC(C(=O)OCc2cc(Cl)ccc2OC(F)F)N1 (configuration not stated)
  -5	9	6	0.4	-2	4	1	6	-2
> COc1ccc(NC(=O)c2cccc(Oc3ccccc3)c2)cn1
  6	-7	-1	0.2	-1	-11	1	1	-7
> CN1C(=O)C(=O)/C(=C(/O)c2ccc(Br)cc2)C1c1ccc(F)cc1 (configuration not stated)
  -5	19	5	0.9	-2	-16	-1	2	7
> Cc1c(CCC(=O)O)c(=O)oc2c(C)c(OCc3ccccc3Cl)ccc12
  3	4	0	1.8	-8	-11	1	1	-3
> COc1cccc(N2CCN(c3ccc4nnc(CCC(=O)Nc5ccc(C)cn5)n4n3)CC2)c1
  13	-22	-4	1.6	6	2	4	-5	-2
> CC(C)C(NS(=O)(=O)c1ccc2c(c1)oc(=O)n2C)C(=O)N1CCN(Cc2ccccc2)CC1 (configuration not stated)
  -6	-11	2	0.2	-3	10	1	-3	2
> CCOc1ccc(NC(=S)c2ccncc2)cc1
  1	3	-7	4.8	-3	3	6	-6	2
> Nc1ccn(Cc2cccc(F)c2)n1
  3	5	5	-0.6	-17	-11	0	3	-2
> O=[N+]([O-])c1ccc2oc(-c3ccccc3)nc2c1
  2	-13	-4	-0.4	-1	-1	0	-1	1
> CCN(CC(=O)NCc1ccc(Cl)cc1)C(=O)c1cc(S(=O)(=O)NCc2ccccc2)ccc1C
  17	3	-6	4.6	-12	-2	7	-2	-2
> CC(C)c1ccc(N2C(=O)C3C4C=CC(CC4)C3C2=O)cc1 (configuration not stated)
  -4	9	-9	4.1	-3	-3	3	-4	9
> COc1ccc(S(=O)(=O)N(NC2=NS(=O)(=O)c3ccccc32)C(=O)C(C)C)cc1
  3	18	-10	2.8	-14	-11	4	-10	-3
> Cc1ccsc1/C=N/Nc1ccc(Cl)nn1
  -12	14	3	0.6	-6	-8	0	2	-2
> O=C(Nc1ccccc1)OCCCCOC(=O)Nc1ccccc1
  12	-12	-5	-0.9	8	-5	0	5	-4
> O=C(c1ccc2c(c1)OCO2)N1CCNc2ccccc2C1
  13	6	4	0.0	-3	-2	0	13	0
> Cc1cccc2cc(C(c3nnnn3Cc3ccc4c(c3)OCO4)N3CCCC3)c(=O)[nH]c12 (configuration not stated)
  1	10	-3	0.5	-4	-1	2	11	-3
> COc1ccccc1S(=O)(=O)N[C@@H]1CC[C@@H](CCn2cc(C3CC3)nn2)O[C@@H]1CO
  -3	.	2	.	-15	.	1	14	-2
> Cc1cc(Cl)cc2sc(=S)[nH]c12
  -4	12	7	2.6	13	-15	6	-4	9
> CCOc1c2ccc(C(=O)NCCc3cccs3)cc2nn1CC
  6	-12	-5	0.1	10	-12	2	-1	-2
> COc1cc(C2NC(=O)NC(C)=C2C(=O)OC(C)C)ccc1OC(=O)c1ccco1 (configuration not stated)
  -10	15	2	0.4	-4	-5	-1	10	0
> COc1cc(-c2ccc(NC(C)=O)c(OC)c2)ccc1NC(C)=O
  -16	-19	10	0.3	-8	8	1	3	4
> CCC(C)C(=O)Nc1nc(C)c(-c2csc(Nc3ccc(Cl)cc3)n2)s1 (configuration not stated)
  11	22	0	0.7	3	-27	3	6	0
> Cc1ccc(S(=O)(=O)N2c3ccccc3CC2C)cc1 (configuration not stated)
  9	-15	-2	-0.6	-1	16	-2	-7	-7
> COC(=O)c1cn(CC(=O)Nc2ccc(OC)cc2)c2ccccc12
  9	6	-2	0.5	-2	-8	2	4	3
> Nc1nnc(N2CCCCCC2)s1
  -3	4	2	0.3	1	-1	1	5	1
> CC1=C(C(N)=O)C(c2cccc(OCc3ccccc3)c2)n2nnnc2N1 (configuration not stated)
  -1	4	5	-0.1	-5	-3	1	12	1
> CSc1ccc(/C=C(/NC(=O)c2ccccc2)C(=O)NCCCn2ccnc2)cc1
  -6	-16	0	1.1	-10	-14	3	3	-5
> OC[C@@H]1CN(C2CCCC2)C[C@H](n2cnc3c(NC4CCC4)ncnc32)O1
  9	7	-3	0.2	-4	-6	1	4	1
> CN(Cc1cccs1)C(=O)c1ccc(S(=O)(=O)N2CCCCC2)cc1
  -10	9	6	2.3	-16	3	7	-1	8
> COc1cccc(C2N(c3cccc(Cl)c3)C(=O)C3CCCN32)c1OC (configuration not stated)
  0	-11	-5	-0.6	-21	8	1	-1	0
> Cc1ccc2oc(-c3cccc(NC(=S)NC(=O)/C=C/c4ccco4)c3)nc2c1
  11	16	-4	0.7	12	-20	0	-1	-2

Next part.
Values in the order – CHRM5 antagonist	CHO-K1 Ca PAM	CHRM5 PAM	M1 ag parental	M4 antag	CHO-K1 Ca antag	M4 ag	M4 PAM	CHRM5 agonist
> COc1cccc(N2CC(C(=O)Nc3nnc(SCC(=O)NCC4CCCO4)s3)CC2=O)c1 (configuration not stated)
  5	0	8	0.4	-9	-2	1	6	-5
> COc1ccc(CC(C)N2CCN(c3cccc(C(F)(F)F)c3)CC2)cc1OC (configuration not stated)
  2	9	-9	2.1	6	-16	2	-11	-3
> CCOC(=O)c1sc(N2C(=O)C(O)=C(C(=O)c3ccco3)C2c2cccc(Cl)c2)nc1C (configuration not stated)
  -4	-2	3	0.3	-5	1	-1	-3	-3
> CC(=O)Nc1cc(-c2ccc(C(=O)N3CCOCC3)cc2)cn2c(-c3cccc(C(C)=O)c3)cnc12
  -1	20	-1	-0.3	-19	-12	0	16	-1
> O=c1[nH][nH]c2ccccc2c1=O
  -5	13	6	0.3	1	-10	0	0	2
> CCOC(=O)CNC(=O)CSc1nc(-c2ccccc2)ns1
  7	24	5	1.9	-10	-12	3	13	-11
> CCc1ccc(C(=O)COC(=O)c2cccnc2Cl)cc1
  1	-7	6	0.2	-5	6	1	3	-2
> Cc1ccc(-n2c(C)nc3oc4ccccc4c(=O)c3c2=O)cc1
  2	2	-3	0.0	8	1	0	-3	-6
> CCOC(=O)c1c(N)nn(C(=O)C(C)C)c1-c1ccccc1
  -8	12	-3	-0.1	2	-14	-3	7	-3
> CCOC(=O)C1CCCN(C(=O)COC(=O)C2=COCCO2)C1 (configuration not stated)
  -4	4	-2	0.5	15	-12	1	-2	1

Given with tabs: entries from further up.
Compound	CHRM5 antagonist	CHO-K1 Ca PAM	CHRM5 PAM	M1 ag parental	M4 antag	CHO-K1 Ca antag	M4 ag	M4 PAM	CHRM5 agonist
CCOC(=O)c1sc(N2C(=O)C(O)=C(C(=O)c3ccco3)C2c2cccc(Cl)c2)nc1C (configuration not stated)	-4	-2	3	0.3	-5	1	-1	-3	-3
CC(=O)Nc1cc(-c2ccc(C(=O)N3CCOCC3)cc2)cn2c(-c3cccc(C(C)=O)c3)cnc12	-1	20	-1	-0.3	-19	-12	0	16	-1
O=c1[nH][nH]c2ccccc2c1=O	-5	13	6	0.3	1	-10	0	0	2
CCOC(=O)CNC(=O)CSc1nc(-c2ccccc2)ns1	7	24	5	1.9	-10	-12	3	13	-11

Next results
Values in the order – CHRM5 antagonist	CHO-K1 Ca PAM	CHRM5 PAM	M1 ag parental	M4 antag	CHO-K1 Ca antag	M4 ag	M4 PAM	CHRM5 agonist
> Cc1c(C)n(CCN(C)C)c2ccc(C(=O)OCCN(C)C)cc12
  -5	11	2	1.5	-1	-13	0	0	-5
> CCOC(=O)c1c(C)[nH]c(NC(=O)Nc2ccc(NC(C)=O)cc2)c1C
  11	7	-3	1.8	2	-10	1	-1	-3
> COc1ccc(Cn2c(CCC(=O)Nc3ccc(CC#N)cc3)nc3cccnc32)cc1
  -7	11	8	0.5	-4	-5	2	12	-1
> C=CCOc1ccc(/C=C/C(=O)OCC(=O)NC2CCCCCCC2)cc1
  4	0	-2	0.1	-14	12	1	5	-2
> CCc1ccc2c(c1)c1nnc(NN)nc1n2CC
  -8	18	8	0.8	-7	-6	1	-4	-3
> Cc1cnc(C(=O)Nc2ccccc2C(=O)N2CCOCC2)cn1
  8	-2	-16	0.1	6	9	1	0	-8
> CCOC(=O)c1c(NC(=O)C2COc3ccccc3O2)sc(C)c1C (configuration not stated)
  0	10	-2	-0.3	-14	-5	0	6	1
> O=C(CC(=O)NC1CCCCC1)N/N=C/c1cccc2ccccc12
  -7	18	6	0.6	16	-2	2	-5	1
> O=C(O)CSc1c[nH]c2ccccc12
  -1	16	6	-0.3	9	-9	0	4	-9
> CCCOc1ccc(C2/C(=C(/O)c3ccccc3)C(=O)C(=O)N2CCCN(C)C)cc1OC (configuration not stated)
  5	8	-4	0.1	10	0	0	2	-1
> CCN(C#N)c1nc(N(C)C)nc(N(C)C)n1
  -1	-3	0	-0.6	2	-2	-1	7	1
> Cc1cc(C)c2c(=O)n(CC(=O)Nc3cccc(Cl)c3C)sc2n1
  21	3	-9	19*	70*	4	67*	-37	28*
